# MT1-MMP txn act – activates MT1-MMP transcription; HT1080 MT1-MMP promoter luciferase reporter, luminescence, overnight; hits give high values; activation factor at 10 µM; 86,000 tested, 0.16% active; AID 750;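 active = activation factor of at least 2 for MT1-MMP transcription at 10 µM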
# Pyk2 oligo antag – blocks oligomerization of human Pyk2 in cells; z-score (the deposit names both 25 µM and 10 µM); 99,000 tested, 0.83% active; AID 1347419; Q293 cells, Pyk2 FERM NanoBiT luminescence; hits give low values; Q14289;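 active = Z-score of -3 or lower, scaled per plate to the spread of control and sample wells; inactive = z-score above -3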;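 note: negative z-score means lost luminescence so less FERM oligomerization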
# CD11b adhes inh – inhibitors of human CD11b/CD18 binding to fibrinogen; 93,000 tested, 0.54% active; K562 CD11b/CD18 adhesion to fibrinogen, ATPlite luminescence; Mn2+ added to activate the integrin; P05107+P11215; inhibition, % at 10 µM;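 active = primary inhibition of 50% or more at 10 µM, then 40% or more on retest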; note: some results filed as inactive read as strong as hits
# CD11b adhes enh – enhancers of human CD11b/CD18 binding to fibrinogen | activation, % at 10 µM | P05107+P11215 | 93,000 tested, 0.07% active | K562 CD11b/CD18 adhesion to fibrinogen, ATPlite luminescence;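 active = 10 µM primary screen giving 50% or more activity, confirmed by 40% or more on retest at that dose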; note: strong numbers were not always called active; reference of the scale not given here
# An asterisk follows results filed as active; / = no result given.
# Preview, three compounds:
# Every second line gives: MT1-MMP txn act | Pyk2 oligo antag | CD11b adhes inh | CD11b adhes enh
1: CCCCn1c(O)c(C(CC)=Nc2ccc(C(=O)O)cc2)c(=O)[nH]c1=O
  1.1 | 0.27 | / | /
2: CC1OC(NCCc2ccccc2)C(O)C(O)C1O (stereo not given)
  1.1 | 1.03 | / | /
3: CCC12CN3CCN(CC(C3)C1O)C2 (stereo not given)
  1 | -0.49 | / | /

# Main list, repeating the preview:
# Every second line gives: MT1-MMP txn act | Pyk2 oligo antag | CD11b adhes inh | CD11b adhes enh
1: CCCCn1c(O)c(C(CC)=Nc2ccc(C(=O)O)cc2)c(=O)[nH]c1=O
  1.1 | 0.27 | / | /
2: CC1OC(NCCc2ccccc2)C(O)C(O)C1O (stereo not given)
  1.1 | 1.03 | / | /
3: CCC12CN3CCN(CC(C3)C1O)C2 (stereo not given)
  1 | -0.49 | / | /
4: CN(C)c1nc(OCCNC(=O)COc2ccc(Cl)cc2Cl)nc(N2CCCCC2)n1
  1.2 | -0.49 | / | /
5: CC(C)NS(=O)(=O)c1ccc(OCC(=O)N2CCN(Cc3ccccc3)CC2)cc1
  1.2 | -0.21 | / | /
6: S=C1CN=C(c2ccccc2Cl)c2cc(Cl)ccc2N1
  1.2 | -2.16 | / | /
7: CCOC(=O)c1cccc([P+](=O)O)c1
  1 | 0.35 | / | /
8: CC[N+](C)(CC)CCCOC(=O)C(O)(c1ccccc1)C1CCCCC1 (stereo not given)
  1.1 | 2.18 | / | /
9: CCC(CC)C1C(C#N)=C(N)Oc2c1c(=O)oc1ccccc21 (stereo not given)
  1.2 | -1.35 | / | /
10: CCCC1C(C#N)=C(N)Oc2c1c(=O)oc1ccccc21 (stereo not given)
  1.1 | -0.26 | / | /
11: Cn1c(=O)cc(SCC(=O)N2CCC3(CC2)OCCO3)c2ccc(Cl)cc21
  1.5 | 0.66 | / | /
12: Cn1c(O)c(C=NCCCNC2CCCCC2)c(=O)n(C)c1=O
  1.3 | 0.26 | / | /
13: COc1ccccc1N(CC(=O)NC1CCCC1)C(=O)c1cnn(C(C)C)c1
  1.2 | 0.85 | / | /
14: COCC(C)OC(=O)c1c(N)n(Cc2ccco2)c2nc3ccccc3nc12 (stereo not given)
  1.2 | 0.55 | / | /
15: COc1ccc(/C=C2\C(=N\O)C3CCN2CC3)cc1
  1.4 | 0.85 | / | /
16: O=C(c1c[nH]cc1-c1ccccc1)c1cccc2ccccc12
  1.1 | 0.08 | / | /
17: CCN1CCC(O)(c2ccccc2)C(C(=O)c2ccccc2)C1 (stereo not given)
  1 | 1.19 | / | /
18: Cc1nn(Cc2ccccc2)c(Cl)c1C(=O)OC(C)C(=O)Nc1ccc(F)cc1Cl (stereo not given)
  / | 1.2 | -14.9 | 3.9
19: O=c1[nH]c(=S)n(C2CC2)c(O)c1C=Nc1cccc(C(F)(F)F)c1
  / | 0.48 | 22.3 | -5.0
20: Clc1ccc(C2NCCc3[nH]cnc32)cc1 (stereo not given)
  / | 0.35 | -6.0 | -2.9
21: CCOC(=O)C(O)(c1ccc(N(CC)C(=O)COc2ccccc2)cc1)C(F)(F)F (stereo not given)
  / | -1.06 | 10.0 | 6.8

# Exported bar-delimited: 2 of the compounds above
nr | SMILES | MT1-MMP txn act | Pyk2 oligo antag | CD11b adhes inh | CD11b adhes enh
18 | Cc1nn(Cc2ccccc2)c(Cl)c1C(=O)OC(C)C(=O)Nc1ccc(F)cc1Cl (stereo not given) | / | 1.2 | -14.9 | 3.9
19 | O=c1[nH]c(=S)n(C2CC2)c(O)c1C=Nc1cccc(C(F)(F)F)c1 | / | 0.48 | 22.3 | -5.0

# Some of the entries so far, as labelled records.
[20] Clc1ccc(C2NCCc3[nH]cnc32)cc1 (stereo not given)
- MT1-MMP txn act = /
- Pyk2 oligo antag = 0.35
- CD11b adhes inh = -6.0
- CD11b adhes enh = -2.9
[21] CCOC(=O)C(O)(c1ccc(N(CC)C(=O)COc2ccccc2)cc1)C(F)(F)F (stereo not given)
- MT1-MMP txn act = /
- Pyk2 oligo antag = -1.06
- CD11b adhes inh = 10.0
- CD11b adhes enh = 6.8

# This is a subset; count on the stated rates, not on these rows.
